Bioassay records deposited in PubChem BioAssay by NMMLSC.
CIT2 TOR yeast – modulators of CIT2-GFP expression in yeast, primary screen, S. cerevisiae, GFP fusion, multiplex flow cytometry, MLPCN library; AID 2029, 2009; actives 0.065% (n = 320,000); GFP response vs DMSO, % at 10 µM; S. cerevisiae CIT2-GFP strain, 3 h; 100 means same as DMSO wells;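 active = GFP response relative to DMSO above a set limit, near the screen mean plus 3 SD, cut at about 150% in these data; inconclusive = Fewer than 70 cells measured for a yeast strain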;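 note: ratio of well median GFP fluorescence to mean of DMSO wells on the plate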
VLA-4 inh – inhibition in human VLA-4 binding assay, primary screen, VLA-4 allosteric modulator project, MLPCN library, flow cytometry, VLA-4 expressing cells. inhibition, % (about 7 µM as worked out from the volumes in the protocol). ligand binding flow cytometry. Integrin alpha-4 (Homo sapiens), P13612. actives 0.2% (n = 330,000); in the data active = inhibition above about 50%
CR mimetic SO – reduction of superoxide in aged yeast, primary screen, HTS; superoxide response (% of plate mean), % at 10 µM; actives 0.18% (n = 330,000); AID 2690, 2010; S. cerevisiae aged cells, superoxide DHE fluorescence; stronger effect = lower value;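 active = superoxide response under a set limit, about three screen SD below normal, cut at about 65% in these data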;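 note: yeast aged for seven days with compound at 30 °C before DHE staining; 100% = average MFI of all compound-treated wells on the plate with controls excluded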
RPL19A TOR yeast – RPL19A-GFP expression modulators in yeast, primary screen, cell-based, S. cerevisiae, multiplex flow cytometry, MLPCN; S. cerevisiae RPL19A-GFP strain, 3 h; stronger effect = lower value; percent response vs DMSO, % at 10 µM; actives 0.3% (n = 330,000);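 active = percent response vs DMSO below 50%; inconclusive = fewer than 70 events counted for the yeast strain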;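 note: median channel GFP fluorescence of the barcoded RPL19A-GFP strain; ratio of sample median GFP to plate DMSO average so 100% = DMSO; lower means less RPL19A-GFP as with rapamycin TOR inhibition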
MEP2-GFP yeast – modulators of MEP2-GFP levels in yeast, primary screen, S. cerevisiae, multiplex flow cytometry, MLPCN library | GFP response vs DMSO, % at 10 µM | S. cerevisiae MEP2-GFP strain, 3 h; 100% = DMSO control level | AID 2016, 2009 | actives 0.51% (n = 330,000);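 active = GFP response versus DMSO above a set limit, roughly screen mean plus 3 SD, cut at about 180% in these data; inconclusive = fewer than 70 cells counted for a yeast strain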;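 note: median GFP fluorescence of the barcode-gated MEP2-GFP cells per well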
AGP1 TOR yeast – modulators of AGP1-GFP expression in yeast TOR pathway, primary screen, cell-based, multiplex flow cytometry, S. cerevisiae, MLPCN library; 3 h; GFP as percent of DMSO wells; GFP response vs DMSO, % at 10 µM; actives 0.02% (n = 320,000);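 active = GFP response relative to DMSO above a set limit, near screen average plus 3 SD, cut at about 150% in these data; inconclusive = fewer than 70 cells counted for the yeast strain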;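 note: median GFP channel fluorescence of the gated AGP1 strain per well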
LAP4 TOR yeast – modulators of LAP4-GFP expression in yeast, primary screen, S. cerevisiae, multiplex flow cytometry, MLPCN library; 3 h; median GFP as percent of DMSO wells; GFP response vs DMSO, % at 10 µM; actives 0.34% (n = 320,000); AID 2023, 2009;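 active = GFP response vs DMSO above a set limit, about the screen mean plus 3 SD, cut at about 150% in these data; inconclusive = under 70 cell events counted for the yeast strain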
GRK2 aptamer HTS – compounds blocking aptamer binding on GRK2 – biochemical, human GRK2, bead flow cytometry, HTS, primary screen; Beta-adrenergic receptor kinase 1 (Homo sapiens), P25098; FAM-aptamer displacement from GRK2; inhibition of aptamer binding, % at 10 µM; actives 0.59% (n = 330,000);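 active = inhibition of aptamer binding above 40%, roughly 3 SD of noise, on plates passing a quality check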;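 note: median bead fluorescence of bound FAM aptamer so fluorescent compounds give negative values; no value below 0 was filed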
Target sequence (P25098 whole entry, looked up): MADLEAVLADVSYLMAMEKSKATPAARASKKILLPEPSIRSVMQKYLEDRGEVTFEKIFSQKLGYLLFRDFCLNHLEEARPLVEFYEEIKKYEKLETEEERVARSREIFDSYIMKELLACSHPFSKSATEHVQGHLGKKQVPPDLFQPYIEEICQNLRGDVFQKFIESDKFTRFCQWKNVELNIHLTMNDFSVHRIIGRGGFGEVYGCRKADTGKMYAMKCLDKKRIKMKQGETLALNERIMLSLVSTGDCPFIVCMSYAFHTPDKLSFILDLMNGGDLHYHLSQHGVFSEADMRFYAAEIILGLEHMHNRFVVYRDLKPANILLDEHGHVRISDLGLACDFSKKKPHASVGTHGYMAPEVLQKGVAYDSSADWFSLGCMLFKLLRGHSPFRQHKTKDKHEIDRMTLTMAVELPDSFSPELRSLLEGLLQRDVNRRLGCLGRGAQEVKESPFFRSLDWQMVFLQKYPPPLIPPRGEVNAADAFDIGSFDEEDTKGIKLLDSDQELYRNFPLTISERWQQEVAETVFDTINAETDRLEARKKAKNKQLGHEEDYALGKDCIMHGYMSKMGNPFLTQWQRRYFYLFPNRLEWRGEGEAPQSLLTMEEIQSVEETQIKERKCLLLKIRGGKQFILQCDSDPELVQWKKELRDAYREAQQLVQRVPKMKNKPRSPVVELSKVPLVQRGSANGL
* = called active by the depositor; ? = inconclusive; nt = no result given; [ ] = dose if it differs, or a comment. An unsorted share of the library (roughly 1.7% active in at least one column).

SMILES	CIT2 TOR yeast	VLA-4 inh	CR mimetic SO	RPL19A TOR yeast	MEP2-GFP yeast	AGP1 TOR yeast	LAP4 TOR yeast	GRK2 aptamer HTS
CCn1c(SCC(=O)Nc2nc(C)cs2)nnc1-c1ccco1	103	25	111	98	106	109	95	0
CCCCn1c2ccc(C)cc2c2nnc(SCCN3CCCCC3)nc21	96	-4	97	100	101	97	90	1
COc1ccc2c(C(F)(F)F)cc(=O)oc2c1C	98	2	97	95	107	96	94	0
Cc1ccc(C)c(NC(=O)COC(=O)c2ccc3ccccc3n2)c1	90	-80	90	91	99	89	104	0
CCOC(=O)c1ccc(NC(=S)N2CCN(CCO)CC2)cc1	99	-2	94	103	103	108	106	0
Cc1sc2ncn3ncnc3c2c1C	103	-9	89	101	101	99	97	0
O=C(COc1ccc2ccc(=O)oc2c1)NC1CCCC1	?	3	106	?	83[may fluoresce red and violet]	?	?	1
CCCCc1c(C)nn(-c2nnc3c4ccccc4n(CC)c3n2)c1C	92	-3	101	100	112	107	104	2
N/C(=N\OC(=O)c1ccc(Cl)cc1Cl)c1ccc(Cl)cc1	110	15	116	101	94	53	113	0
O=C(/C=C/c1ccccc1)NNC(=O)c1cccs1	99	0	100	98	95	101	97	2

Looked up by structure from the list above, four records:
SMILES	CIT2 TOR yeast	VLA-4 inh	CR mimetic SO	RPL19A TOR yeast	MEP2-GFP yeast	AGP1 TOR yeast	LAP4 TOR yeast	GRK2 aptamer HTS
COc1ccc2c(C(F)(F)F)cc(=O)oc2c1C	98	2	97	95	107	96	94	0
CCn1c(SCC(=O)Nc2nc(C)cs2)nnc1-c1ccco1	103	25	111	98	106	109	95	0
CCOC(=O)c1ccc(NC(=S)N2CCN(CCO)CC2)cc1	99	-2	94	103	103	108	106	0
CCCCc1c(C)nn(-c2nnc3c4ccccc4n(CC)c3n2)c1C	92	-3	101	100	112	107	104	2

Remaining list, next part.
SMILES	CIT2 TOR yeast	VLA-4 inh	CR mimetic SO	RPL19A TOR yeast	MEP2-GFP yeast	AGP1 TOR yeast	LAP4 TOR yeast	GRK2 aptamer HTS
CCN(CC)C(=O)C1CCCN(Cc2nc(-c3cnccn3)no2)C1 (stereo not drawn)	103	0	100	103	102	106	111	0
CC(C)(C)C1CCC(OC(=O)CN2CCCCC2)CC1 (stereo not drawn)	101	3	85	100	103	108	106	0
COC(=O)c1ccc(COC(=O)CNC(=O)c2cccs2)cc1	78	4	100	95	85	81	79	0
CCOc1cc(C=C(C(=O)OC)C(=O)OC)ccc1OCc1ccc([N+](=O)[O-])cc1	99	2	98	101	109	97	100	0
CN(C)c1ccnc(-n2cccc2/C=N/OCc2ccc(F)cc2Cl)c1C#N	84	7	100	nt	96	91	91	1
CC(=O)c1ccc(OCC(O)CN(C)CCOc2ccc(Br)cc2)cc1 (stereo not drawn)	110	7	89	114	115	109	105	0
CCC1CCCCN1CCCNC(=O)c1ccc(CS(=O)(=O)c2ccc(Br)cc2)o1 (stereo not drawn)	107	13	114	106	111	105	100	0
O=C(Nc1ccc2[nH]ncc2c1)C1CCC1	104	4	108	103	106	100	99	0
CSCc1ccc(C(=O)NCCSc2ccc(Br)cc2)cc1	80	15	99	101	97	75	76	0
CC(C)(C)c1ccc(-c2n[nH]c(=S)n2CCCN2CCOCC2)cc1	88	2	96	99	96	95	111	0
COCCCN1C(=O)C(=O)/C(=C(/O)c2ccc(C)cc2)C1c1ccccc1 (stereo not drawn)	85	-12	114	88	94	87	98	1
CCCn1c(Cc2ccccc2)nnc1SCC(=O)N1CCOCC1	90	-3	110	93	107	98	93	3
Oc1ccc(CNCC2COc3ccccc3O2)cc1 (stereo not drawn)	104	9	87	96	102	99	112	0
CCNc1nc(NC(C)(C)C)nc(N(C#N)CC)n1	94	9	98	96	95	92	91	3
CCCC(=O)N1CC(=O)Nc2ccc(F)cc2C1c1ccccc1 (stereo not drawn)	102	-25	113	100	100	105	102	0
COc1ccc(NC(=O)CSCc2ccccc2C)cc1	96	9	100	97	107	97	99	0
C/C(=N\Nc1ccc(F)cc1F)c1ccc(N2CCOCC2)cc1	111	1	80	102	111	100	96	0
Cc1ncc(C[n+]2csc(CCOC(=O)CC34CC5CC(CC(C5)C3)C4)c2C)c(N)n1	103	5	87	102	100	98	104	0
COc1cc2c(cc1OC)C1=CC(=O)C(=O)N1C(C)(C)C2	98	-129	101	97	102	102	102	2
Cc1nc2cc(NC(=O)NCCC3=CCCCC3)ccc2o1	93	12	83	95	102	94	103	0
COc1ccc(OC2C(=O)N(Cc3ccc4c(c3)OCO4)C2c2sccc2C)cc1 (stereo not drawn)	95	1	118	96	101	101	102	0
O=c1c2cc3c(=O)n(CC4CCCO4)c(=O)c3cc2c(=O)n1CC1CCCO1 (stereo not drawn)	83	27	105	117	98	88	81	3
O=C(NC1CCCC1)C1CCC(=O)N1CCc1ccccc1 (stereo not drawn)	97	5	104	96	103	102	105	1
CSc1nc2ccccc2c(=O)n1Cc1ccc(F)cc1	99	-7	123	105	101	91	97	76*
CCN(CC)C(=O)CSc1nnc(NC(=O)CCc2ccccc2)s1	104	-2	97	107	110	105	106	2
O=C(CN1C(=O)C2CCCCC2C1=O)N1CCN(c2ncccn2)CC1 (stereo not drawn)	102	7	103	95	100	98	103	2
CCOCC(=O)Nc1nnc(Cc2ccc(OC)cc2)s1	120	-2	96	114	109	119	110	2
Nc1nc(-c2cccc(NS(=O)(=O)c3ccccc3)c2)cs1	94	23	108	98	96	96	95	0
COC(=O)c1c(NC(=O)COC(=O)CNC(=O)c2ccco2)sc(C)c1C	108	5	90	96	131	92	100	4
C/C(=N/NC(=O)CNC(=O)C1COc2ccccc2O1)c1cccc(O)c1 (stereo not drawn)	100	13	85	100	100	102	100	0
CCOc1cc(-c2nc(-c3cc(OC)c(OC)c(OC)c3)no2)cc(OCC)c1OCC	89	-5	104	97	95	92	92	0
CC(=O)c1sc2nc(-c3ccco3)ccc2c1N	?	2	105	62[may fluoresce violet]	155[may fluoresce violet]	34[may fluoresce violet]	123[may fluoresce violet]	0
CC(C)(C)NC(=O)C(c1ccncc1)N(C(=O)c1csnn1)c1cccc2ccccc12 (stereo not drawn)	115	2	97	112	110	117	104	1
C=CCc1cc(C(=O)N2CCCCC2)ccc1O	100	17	103	101	105	103	99	3
O=C(O)c1ccc(-c2nnn(Cc3cccc(C(F)(F)F)c3)n2)cc1	105	6	108	105	117	108	121	1
COc1ccc(C(=O)/C=C/C(=O)N(CC(=O)NC2CCCCC2)Cc2cccs2)c(O)c1	100	63*	95	106	104	95	122	0
COc1ccc(/C=C/C(=O)c2cc(Br)ccc2OC(=O)c2ccco2)cc1OC	97	-8	104	102	99	98	93	0
COc1ccc(OCC(=O)Nc2ccc3oc(=O)ccc3c2)cc1	98	0	nt	102	94	92	106	0
CC1CCCC/C1=N\NC(=S)NCCc1ccccc1 (stereo not drawn)	81	13	76	93	97	95	113	1
CCOC(=O)c1c(C)n(C)c2ccc(OC)c(NC(=O)CN3CCN(C(=O)c4ccco4)CC3)c12	134	7	97	93	100	nt	116	2

Part of the list above with just GRK2 aptamer HTS and CR mimetic SO.
mol	GRK2 aptamer HTS	CR mimetic SO
COc1ccc2c(C(F)(F)F)cc(=O)oc2c1C	0	97
Cc1ccc(C)c(NC(=O)COC(=O)c2ccc3ccccc3n2)c1	0	90

(next part)
SMILES	CIT2 TOR yeast	VLA-4 inh	CR mimetic SO	RPL19A TOR yeast	MEP2-GFP yeast	AGP1 TOR yeast	LAP4 TOR yeast	GRK2 aptamer HTS
CCCNC(=O)c1nc(C)n(-c2ccc([N+](=O)[O-])cc2)n1	93	8	109	98	95	104	99	3
CC(NC(=O)CN1CCN(Cc2ccc(Cl)cc2)C1=O)c1ccc2c(c1)OCCO2 (stereo not drawn)	101	-23	102	104	110	105	108	0
CCC(C)C(NC(=O)OC(C)(C)C)C(=O)NC(CC(C)C)C(N)=O (stereo not drawn)	106	-2	97	98	105	103	98	7
CCCn1c(O)c(N=NC(=O)CNC(=O)/C=C/c2ccc(OC)cc2)c2ccccc21	95	20	95	100	103	99	92	1
COc1ccc(C(=O)Nc2ccc(NC(=O)c3cccs3)c(OC)c2)cc1Cl	100	-19	107	102	104	108	95	0
O=C(Nc1ccc(C(=O)NCCCN2CCN(c3ccccc3)CC2)cc1)C1=CSCCO1	106	12	97	99	108	103	105	0
Cc1ccc(C(=O)Nc2nc(-c3ccccn3)cs2)s1	109	9	99	110	110	112	108	4
Oc1c(Cl)cc(Cl)cc1C=Nc1ccc(Br)cc1	88	3	92	104	98	53	103	0
Cc1ccc(CNC(=O)CCc2c(C)[nH]c(=O)c(C#N)c2C)cc1	106	-4	104	103	110	99	95	3
O=C(COc1ccccc1O)NCCN1CCOCC1	102	-1	100	106	104	101	93	3
CCC/C(O)=C1\C(=O)CC(C)(C)CC1=NCc1ccccc1	99	22	98	96	100	113	103	0
CCOc1ccc(S(=O)(=O)N2CCN(C(=S)NCc3ccccc3)CC2)cc1	104	6	88	98	108	106	105	0
Cc1cc(C)nc(NS(=O)(=O)c2ccc(NC(=O)c3cc(=O)c4ccccc4o3)cc2)n1	103	-25	91	99	98	103	101	0
Cc1nn2c3c(cnc2c1-c1ccccc1)C(=O)CC(c1ccccc1)C3 (stereo not drawn)	102	-2	105	100	99	99	105	2
COc1ccc2c(=O)c3c(=O)n(Cc4ccco4)c(-c4ccc(C)cc4)nc3oc2c1	98	0	97	100	97	93	104	0
C/C(CC(=O)Nc1cccc2c1CCCC2)=N\NC=O	98	12	90	104	108	100	93	7
O=C(COc1cccc2ccccc12)NNC(=O)c1cccs1	98	15	85	96	102	98	95	0
CCOc1cccc(-c2c(C(=O)N/N=C/c3ccsc3)nnn2-c2nonc2N)c1	104	5	106	108	109	119	121	4
COC(=O)C1CCN(C(=O)COC(=O)CCc2nc3ccccc3c(=O)[nH]2)CC1	100	9	94	112	199*	105	122	0
CCOC(=O)N1CCC(NC(=O)c2cc(-c3ccc(F)cc3)[nH]c2C)CC1	105	-8	100	99	100	104	99	3
CCOc1ccc(C(=O)NC(=S)Nc2cccnc2)cc1[N+](=O)[O-]	86	9	91	90	95	94	96	3
CCCCn1c(N)c(N(CC)C(=O)CN2C(=O)NC(C)(c3ccccc3)C2=O)c(=O)[nH]c1=O (stereo not drawn)	109	1	92	102	103	98	89	0
COc1ccc2c(c1)CC[C@@H]1[C@@H]2CC[C@]2(C)[C@@H](C(C)=O)C[C@@H]12	101	12	102	106	99	96	106	2
O=C(NC1CC2CCCC(C1)N2S(=O)(=O)c1ccccc1)c1ccccc1 (stereo not drawn)	108	0	102	101	100	103	102	1
CC(O)CCC(=O)NNC(=S)Nc1ccccc1 (stereo not drawn)	?	-2	92	?	?	?	?	2
O=S(=O)(c1ccc(Cl)nc1)N1CCC(Cc2ccccc2)CC1	89	14	115	91	91	94	96	2
O=C(Cn1cnc2scc(-c3ccc(F)cc3)c2c1=O)N1CCOCC1	98	-5	123	105	105	105	103	2
CC(=O)Nc1nc2ccc(S(=O)(=O)N3CCCC3)cc2s1	106	-12	106	109	102	99	78	0
Nc1c(C(=O)CSc2nc(-c3ccccc3)cs2)c(=O)[nH]c(=O)n1C1CC1	100	18	109	99	101	97	105	1
CCOc1ccc(S(=O)(=O)Nc2ccc(Cl)cn2)c(C)c1C	109	8	72	100	106	105	114	5
